MazEF act = MazEF (E. coli) toxin RNase activation | FAM/BHQ RNA-DNA oligo cleavage fluorescence, 5 h | P0AE70 | 350,000 tested, 0.32% active | activation, % at 20 µM; in the data active = activation above about 50%
Target sequence (P0AE70 whole entry, looked up): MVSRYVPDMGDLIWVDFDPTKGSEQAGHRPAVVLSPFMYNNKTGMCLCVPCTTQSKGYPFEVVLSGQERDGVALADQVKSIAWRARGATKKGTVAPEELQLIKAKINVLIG
UGM FP inh = blocks M. tuberculosis UGM enzyme; 320,000 tested, 0.06% active; AID 504406; P9WIQ1; inhibition, % at 10 µM; purified UGM, fluorescence polarization probe displacement; in the data active = inhibition above about 10%, passing the limit was not always enough; inconclusive = no clear call, values can overlap the other calls
Target sequence (P9WIQ1 whole entry, looked up): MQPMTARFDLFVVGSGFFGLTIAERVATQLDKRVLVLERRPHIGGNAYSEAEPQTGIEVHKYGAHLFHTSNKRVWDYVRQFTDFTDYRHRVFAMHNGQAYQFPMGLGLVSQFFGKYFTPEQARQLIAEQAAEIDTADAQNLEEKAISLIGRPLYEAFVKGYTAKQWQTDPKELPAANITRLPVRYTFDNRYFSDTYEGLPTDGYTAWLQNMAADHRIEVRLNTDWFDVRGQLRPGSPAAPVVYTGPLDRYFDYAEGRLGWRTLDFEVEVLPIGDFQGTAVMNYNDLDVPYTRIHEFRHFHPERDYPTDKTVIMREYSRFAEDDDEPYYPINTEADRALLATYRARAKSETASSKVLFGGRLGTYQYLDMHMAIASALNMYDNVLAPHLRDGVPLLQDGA
FBA Mtb inh = Mtb fructose-bisphosphate aldolase inhibition; P9WQA3; purified M. tuberculosis FBA, fluorescence read-out; inhibition, % at 1 µM; 360,000 tested, 2.3% active; in the data active = inhibition above about 27%;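 also: 0% = vehicle and 100% = reference inhibitor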
Target sequence (P9WQA3 whole entry, looked up): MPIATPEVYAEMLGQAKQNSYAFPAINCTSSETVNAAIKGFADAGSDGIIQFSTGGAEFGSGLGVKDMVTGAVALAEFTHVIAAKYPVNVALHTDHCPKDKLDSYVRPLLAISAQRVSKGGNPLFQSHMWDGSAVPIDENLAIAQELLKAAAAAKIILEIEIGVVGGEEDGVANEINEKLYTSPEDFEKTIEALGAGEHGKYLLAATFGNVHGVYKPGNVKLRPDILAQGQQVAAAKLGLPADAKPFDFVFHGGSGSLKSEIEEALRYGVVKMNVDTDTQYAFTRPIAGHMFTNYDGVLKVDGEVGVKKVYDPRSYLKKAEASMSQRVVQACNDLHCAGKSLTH
Mtb BioA inh = BioA (M. tuberculosis) enzyme inhibition | 360,000 tested, 0.096% active | inhibition, % at 9.99 µM | purified M. tuberculosis BioA enzyme, plate reader; in the data active = inhibition above about 40%; inconclusive = no clear call, values can overlap the other calls
GDH-TPI counter = inhibits GDH-TPI coupling enzymes, artifact for Mtb FBA screen | GDH-TPI coupled enzyme counterscreen, NADH absorbance | inhibition, % at 4.8 µM | 360,000 tested, 1.2% active; in the data active = inhibition above about 30%;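 also: 0% = DMSO wells and 100% = wells lacking the enzyme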
FadD28 FP inh = blocks FadD28 binding to the bisubstrate probe; fluorescence polarization; inhibition, % at 12.5 µM; 360,000 tested, 0.22% active; AID 588549; in the data active = inhibition above about 8.5%, passing the limit was not always enough; inconclusive = no clear call, values can overlap the other calls
PrPC TRFRET = cell surface PrPC inhibition, primary TR-FRET screen; TR-FRET read-out; inhibition, % at 13.8 µM; 370,000 tested, 0.43% active; AID 720596; in the data active = inhibition above about 24%; also: 0% = median of the test wells and 100% = reference compound wells
BoNT F protease = blocks Botulinum neurotoxin F light chain protease | Multiplex microsphere protease cleavage assay, flow cytometry | inhibition, % at 10 µM | 360,000 tested, 0.22% active; in the data active = inhibition above about 35%, passing the limit was not always enough; inconclusive = no clear call, values can overlap the other calls; also: plate controls were buffer without enzyme for full effect and enzyme alone for no effect
Rv3671c inh = inhibitors of M. tuberculosis serine protease Rv3671c | 320,000 tested, 0.048% active | inhibition, % at 5.96 µM; in the data active = inhibition above about 38%;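 also: extracellular domain of Rv3671c used as enzyme; 0% = enzyme with DMSO and 100% = no enzyme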
Numbers without * were called inactive; ? = inconclusive; / = no result given. Compounds as they come (roughly 4.8% active in at least one column).

Molecule,MazEF act,UGM FP inh,FBA Mtb inh,Mtb BioA inh,GDH-TPI counter,FadD28 FP inh,PrPC TRFRET,BoNT F protease,Rv3671c inh
CCOC(=O)N1CCN(C(=O)c2ccc3nc(C)sc3c2)CC1,9,2.4,-1,0.9,11,-2.0,5,-26,4
COc1ccc(CN(C(=O)COc2ccc(C)c(C)c2)C2CCS(=O)(=O)C2)cc1OC (stereo unspecified),11,0.7,1,6.9,-8,-2.8,1,-7,3
CC(C)CCC(C)N=Cc1c(O)n(Cc2ccccc2)c(=O)c2ccccc12 (stereo unspecified),1,-1.6,3,/,10,0.1,-10,-6,-8
COc1cccc2c(=O)n(CC(=O)N3CCCCC3)ccc12,8,-1.2,3,-0.4,9,-3.9,5,-9,1
Cc1cc(-c2cc(C)c(N)cc2C)c(C)cc1N,-1,/,2,-0.5,15,?,6,-4,/
COCCNC(=O)C(c1cccnc1)N(Cc1ccc(C)cc1)C(=O)Cn1nnc2ccccc21 (stereo unspecified),5,0.9,6,/,-7,1.3,3,-4,-6
CCCCNC(=S)N1CCN(c2nc3ccccc3s2)CC1,-12,-3.0,2,/,-1,-1.3,5,0,2
CCOC(=O)c1c(/N=C/c2cccc([N+](=O)[O-])c2O)sc2c1CCC2,-1,-0.5,-7,0.3,9,2.4,3,-2,3
COC(=O)C1C(O)=C(C=Nc2ccccc2)C(=O)CC1(C)C (stereo unspecified),10,-1.7,-4,/,21,-2.8,10,-2,-3
O=C(C[C@@H]1C/C=C\C[C@H](NC(=O)OCC2c3ccccc3-c3ccccc32)C(=O)OC[C@@H]2CCCN2C1=O)N[C@H](CO)Cc1ccccc1,6,-0.5,1,-1.9,10,-0.3,3,-10,-6
O=C(CCNS(=O)(=O)c1ccc2[nH]c(=O)oc2c1)NCc1ccc(F)cc1,-8,0.0,-2,1.3,-7,-1.9,-3,-3,1
CS(=O)(=O)c1ccccc1C(=O)Nc1ccc2sccc2c1,4,-2.9,-3,0.3,5,-3.0,-3,4,-4
CC(C)Cn1c(N)c(C(=O)CSc2nnc(-c3ccco3)n2C)c(=O)n(C)c1=O,7,-5.7,-2,-3.0,5,-1.3,0,2,7
Cc1cc(OC(C)C)c2c(-c3ccccc3)cc(=O)oc2c1,4,-0.1,0,/,8,-3.3,3,-1,-5
O=C(O)c1ccc(NC2OC[C@@H](O)[C@H](O)[C@H]2O)cc1 (stereo partly specified),9,-0.8,0,-0.7,-3,-4.3,0,1,-3
Cn1nnnc1SCC(=O)Nc1ccccc1Cc1ccccc1,-2,0.6,0,2.3,0,0.2,9,/,2
COc1ccc(Cl)cc1NC(=O)CN(C)C(=O)c1cc2ccccc2cc1O,-4,-0.1,-1,2.0,-14,-2.3,2,5,1
O=C(Cc1ccccc1)OCC(=O)c1cccc([N+](=O)[O-])c1,5,1.4,-2,-0.5,-2,-2.0,0,-4,0
COc1ccc(C(=O)Cc2cc(OC)c(OC)cc2[N+](=O)[O-])cc1,-5,1.8,-3,-0.7,6,-2.3,-3,-7,-2
Cc1c(-c2ccc(F)cc2)nc(N)c(C#N)c1-c1cccs1,15,-0.9,5,/,0,-4.3,-2,6,-5
CCCCNC(=O)CSc1nc2ccccc2c(=O)n1C1CCCC1,-4,0.9,3,0.2,-8,-3.3,7,-1,1
C=CCOC(=O)COc1ccc2c(C)c(C)c(=O)oc2c1C,5,0.2,58*,0.0,11,0.0,8,5,-3
CC(C)Nc1ncnc2c1ncn2[C@H]1CN(C2CCCC2)C[C@@H](CO)O1,/,/,1,0.8,-3,0.7,1,-6,/
Cc1cccc(Nc2nccc(N(C)C)c2C#N)c1,3,-0.5,4,0.0,5,-0.4,3,6,1
C=CCN1CC[C@@]2(C)c3cc(O)ccc3CC1[C@@H]2C,-2,3.3,6,1.3,13,-1.3,-7,-4,-1

Record cards, from the list above. Order of values: MazEF act, UGM FP inh, FBA Mtb inh, Mtb BioA inh, GDH-TPI counter, FadD28 FP inh, PrPC TRFRET, BoNT F protease, Rv3671c inh
`COc1cccc2c(=O)n(CC(=O)N3CCCCC3)ccc12` across the screens: 8, -1.2, 3, -0.4, 9, -3.9, 5, -9, 1
`COCCNC(=O)C(c1cccnc1)N(Cc1ccc(C)cc1)C(=O)Cn1nnc2ccccc21` (stereo unspecified) across the screens: 5, 0.9, 6, /, -7, 1.3, 3, -4, -6
`Cc1c(-c2ccc(F)cc2)nc(N)c(C#N)c1-c1cccs1` across the screens: 15, -0.9, 5, /, 0, -4.3, -2, 6, -5

Other records
Molecule,MazEF act,UGM FP inh,FBA Mtb inh,Mtb BioA inh,GDH-TPI counter,FadD28 FP inh,PrPC TRFRET,BoNT F protease,Rv3671c inh
CC1(C)CC(CC(=O)Nc2nccs2)(c2ccccc2)CCO1 (stereo unspecified),-2,-0.4,-1,2.0,-7,-1.6,5,-6,7
Cc1cccn2c(=O)c(C=O)c(N3CCN(c4ccc(F)cc4)CC3)nc12,9,-1.5,-1,/,8,-2.7,-1,-10,-8
COc1ccc(S(=O)(=O)N2CCCC(C(=O)NCc3ccc4c(c3)OCO4)C2)cc1 (stereo unspecified),11,-0.3,4,0.1,16,-0.3,10,-6,1
Cn1cc(C(=O)C(=O)N2CCCC2)c2ccccc21,9,0.7,0,-0.3,12,-0.3,8,?,/
O=C(NCc1ccc(Cl)cc1)c1ccc(S(=O)(=O)N2CCCCC2)cc1,-12,-0.7,1,-0.4,-2,0.7,-5,2,-15
CC(=O)NN1C(=O)/C(=C\c2ccc(Cl)cc2)SC1=S,-2,0.2,-2,/,20,-0.7,0,5,2
N#CC1=C(N)SC(N)=C(C#N)C1C1C=CCCC1 (stereo unspecified),-2,3.0,5,0.1,-9,-5.6,-2,3,-22
CC[N+](C)(C)CCN(Cc1ccc(Cl)cc1)c1ccccn1,10,0.0,12,-0.3,18,-0.8,-1,-12,-4
Cc1ccc(-n2c(SCC(=O)NCC3CCCO3)nc3c(c2=O)SCC3)cc1 (stereo unspecified),9,-2.5,0,14,16,-1.4,-7,-5,-8
Cc1ccc(-c2nnn(CC(=O)N(CC(=O)NC3CCCCC3)c3cccc(F)c3)n2)o1,7,/,-1,-1.6,-8,-3.7,3,1,/
COc1ccc2c(c1)CCc1c(C(=O)Nc3ccn(Cc4ccc(C)cc4)n3)noc1-2,3,2.0,0,-0.5,7,0.3,1,-3,-4
O=C(NC(=S)N1CCN(c2ccc([N+](=O)[O-])cc2)CC1)c1ccccc1F,6,0.1,-3,/,2,-1.6,-7,-2,-4
CCCCCCn1nc(C(=O)Nc2nc3c(s2)CCCC3)c2ccccc2c1=O,-9,0.9,-4,/,-5,-4.5,-4,3,-2
Cc1cccc(C)c1NC(=O)C1(NC(=O)C2CCC(=O)N2)CCCCC1 (stereo unspecified),-1,0.1,-5,/,1,-2.3,-5,4,-5
Cc1ccc(NC(=S)NCc2ccc(Cl)cc2)c(OC(F)F)c1,4,-1.3,-3,1.3,-7,-1.8,0,-5,-1
CC1CCCCN1C(=S)NCc1ccccc1 (stereo unspecified),7,-0.8,-5,/,-9,-2.9,7,3,-4
CC(C)(C)C(=O)Nc1cccc(-c2nnc(-c3cccc(NC(=O)C(C)(C)C)c3)o2)c1,8,-2.1,2,-3.7,-5,0.4,0,-8,0
C[C@H](CO)N1C[C@H](C)[C@@H](CN(C)S(=O)(=O)c2ccccc2)Oc2c(NC(=O)Nc3ccc4c(c3)OCO4)cccc2C1=O,9,-2.1,3,0.6,11,0.3,12,-8,2
CC1(C)OC2OC(C(=O)N/N=C/c3cc(Br)ccc3O)C3OC(C)(C)OC3C2O1 (stereo unspecified),1,-2.2,4,-1.2,4,-0.5,0,-9,4
COc1ccc(C2CC(c3ccccc3)Nc3nc(NC(=O)c4ccco4)nn32)cc1 (stereo unspecified),4,-2.5,18,8.8,7,-1.4,6,-10,-4
CC(C)(C)OC(=O)N1CC=C2C(C#N)=C(N)C(C#N)(C#N)C(c3cccs3)C2C1 (stereo unspecified),10,-2.2,2,-1.7,6,-3.3,4,-7,-7
COc1ccccc1CN(Cc1nc2ccccc2c(=O)[nH]1)C(=O)Nc1ccc(C)cc1,7,1.8,-3,-0.1,1,-2.6,4,-18,-2
COC(=O)c1ccc(Cn2cnc3c(sc4nc(N5CCOCC5)c5c(c43)CCCC5)c2=O)o1,-6,1.6,6,-0.8,16,-4.0,6,6,-21
O=C(c1ccccc1Cl)N1CCc2ccccc2C1,-8,1.1,1,0.3,2,1.5,0,-7,-5
NNC(=O)COc1ccccc1[N+](=O)[O-],-3,-3.3,6,/,1,0.9,4,-8,4

(listing goes on)
Molecule,MazEF act,UGM FP inh,FBA Mtb inh,Mtb BioA inh,GDH-TPI counter,FadD28 FP inh,PrPC TRFRET,BoNT F protease,Rv3671c inh
Cc1nc2ccccc2c(=O)n1CCN1CCOCC1,1,0.3,-2,0.2,12,-3.0,6,-6,2
O=C(C[C@H]1C(=O)N(C2CCCCC2)C[C@@H]1c1ccccc1)Nc1ccc(Br)cc1,13,/,2,-0.6,3,-3.1,8,4,/
CC1CN(C(=O)CCC(=O)NCCCN2CCN(Cc3ccccc3)CC2)c2cc(Cl)ccc2O1 (stereo unspecified),11,-0.1,1,0.0,-1,-2.5,-4,0,2
COc1ccccc1C1=NC(c2ccccc2)CN1c1ccccc1 (stereo unspecified),7,1.1,102*,1.2,2,-1.2,6,10,4
Cc1ccc(-c2cc(C(=O)NCC(c3ccccc3)N(C)C)c3ccccc3n2)o1 (stereo unspecified),-3,4.6,71*,0.1,18,-0.8,-10,-8,-10
CCCCOc1ccc(/C(O)=C(\C#N)c2nc3ccccc3[nH]2)cc1,6,2.3,0,-0.7,9,-0.2,9,42*,2
CC(C)(C)NC(=O)c1ccc2c3c(cccc13)CC2,7,3.4,13,/,9,-0.9,0,0,5
COc1ccc(O)c(/C=N/NC(=O)CN2CCS(=O)(=O)CC2)c1,3,-2.7,6,-0.4,0,-0.1,-5,-10,7
Oc1ccccc1/C=N/N1CCN(c2ccccn2)CC1,-1,-0.5,3,/,1,-0.8,7,-5,-5
C=CCNC(=O)c1ccc2nccnc2c1,-8,2.9,1,0.6,9,1.2,-5,-1,-1
O=C(NCCN1C(=O)S/C(=C/c2cccnc2)C1=O)c1ccc(S(=O)(=O)N2CCCC2)cc1,8,/,-2,/,26,-2.9,7,9,/
Cc1ccccc1NC(=O)COc1coc(CN2CCN(c3ccccc3)CC2)cc1=O,0,-1.3,3,1.4,-1,-1.2,12,5,5
CC1(C)CC(=O)C2=C(C1)Nc1ccccc1NC2c1cccs1 (stereo unspecified),-3,-0.8,1,/,9,-3.4,6,4,-1

Among those listed so far, 7 have a Cl atom:
Molecule,MazEF act,UGM FP inh,FBA Mtb inh,Mtb BioA inh,GDH-TPI counter,FadD28 FP inh,PrPC TRFRET,BoNT F protease,Rv3671c inh
COc1ccc(Cl)cc1NC(=O)CN(C)C(=O)c1cc2ccccc2cc1O,-4,-0.1,-1,2.0,-14,-2.3,2,5,1
O=C(NCc1ccc(Cl)cc1)c1ccc(S(=O)(=O)N2CCCCC2)cc1,-12,-0.7,1,-0.4,-2,0.7,-5,2,-15
CC(=O)NN1C(=O)/C(=C\c2ccc(Cl)cc2)SC1=S,-2,0.2,-2,/,20,-0.7,0,5,2
CC[N+](C)(C)CCN(Cc1ccc(Cl)cc1)c1ccccn1,10,0.0,12,-0.3,18,-0.8,-1,-12,-4
Cc1ccc(NC(=S)NCc2ccc(Cl)cc2)c(OC(F)F)c1,4,-1.3,-3,1.3,-7,-1.8,0,-5,-1
O=C(c1ccccc1Cl)N1CCc2ccccc2C1,-8,1.1,1,0.3,2,1.5,0,-7,-5
CC1CN(C(=O)CCC(=O)NCCCN2CCN(Cc3ccccc3)CC2)c2cc(Cl)ccc2O1 (stereo unspecified),11,-0.1,1,0.0,-1,-2.5,-4,0,2

Screening data deposited in PubChem by several laboratories.
